UPR CHOP act: activators of apoptotic CHOP UPR arm, primary screen, cell-based, CHO-CHOP luciferase reporter, luminescence, uHTS | UPR activation; percent of tunicamycin response over DMSO baseline | activation, % at 10 µM | hit rate 0.34% among 330,000 | AID 449763, 2010;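 active = at 10 µM dose, activation of 40% or more, normalized to positive control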;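 note: 100% = tunicamycin at 10 µg/mL and 0% = DMSO alone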
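Test system: CHO CHOP reporter cells. Input: 500 CHO-CHOP cells per well. Medium: F12 with 10% FBS. Technique: luciferase luminescence. Measure: percent activation relative to tunicamycin control. Dosing: 10 µM compound, 0.5% DMSO. Timing: 16-18 h cell attachment, then 6 h compound exposure, 37 °C.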
APJ antag: antagonists of human apelin receptor APJ, primary screen, CHO-K1 cells, beta-arrestin complementation, luminescence; P35414; inhibition, % at 20 µM; hit rate 0.32% among 330,000; AID 2521, 2010;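 active = inhibition above about 40% at 20 µM, limit read from the data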;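 note: cells challenged with 10 nM apelin-13 agonist together with compound; plate controls were apelin-13 plus DMSO wells for no effect and DMSO wells lacking apelin-13 for full effect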
TIM10 inh: growth inhibitors of isogenic TIM10 control yeast, primary screen, counter-screen for tim10-1 yeast inhibitor project, luminescence, uHTS; S. cerevisiae TIM10 strain growth, BacTiter-Glo luminescence, 24 h; AID 463195, 2010; hit rate 1.4% among 330,000; inhibition, % at 10 µM;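 active = inhibition of 40% or more at the single tested concentration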;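 note: wild-type TIM10 isogenic control strain grown at permissive 25 °C; 0% = DMSO yeast wells and 100% = minimal medium wells without yeast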
tim10-1 inh: growth inhibitors of tim10-1 mutant yeast, primary screen, luminescence, uHTS. S. cerevisiae tim10-1 ts strain growth, BacTiter-Glo, 24 h. inhibition, % at 20 µM. hit rate 2.2% among 330,000. AID 463190, 2010;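 active = inhibition of at least 40%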;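 note: mutant grown at 25 °C; 0% = DMSO wells with yeast and 100% = wells holding no yeast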
Mdm2-MdmX inh: inhibitors of human Mdm2-MdmX association, primary screen, cell-based, luminescence, split luciferase, SaOS-2, uHTS. Protein Mdm4 (Homo sapiens) + E3 ubiquitin-protein ligase Mdm2 (Homo sapiens), …. SaOS-2 split-luciferase Mdm2/MdmX complementation. inhibition, % at 8 µM. hit rate 3% among 330,000. AID 485346, 2010;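 active = inhibition of at least 50% at 8 µM in the primary screen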
Target sequence (O15151 whole entry, looked up): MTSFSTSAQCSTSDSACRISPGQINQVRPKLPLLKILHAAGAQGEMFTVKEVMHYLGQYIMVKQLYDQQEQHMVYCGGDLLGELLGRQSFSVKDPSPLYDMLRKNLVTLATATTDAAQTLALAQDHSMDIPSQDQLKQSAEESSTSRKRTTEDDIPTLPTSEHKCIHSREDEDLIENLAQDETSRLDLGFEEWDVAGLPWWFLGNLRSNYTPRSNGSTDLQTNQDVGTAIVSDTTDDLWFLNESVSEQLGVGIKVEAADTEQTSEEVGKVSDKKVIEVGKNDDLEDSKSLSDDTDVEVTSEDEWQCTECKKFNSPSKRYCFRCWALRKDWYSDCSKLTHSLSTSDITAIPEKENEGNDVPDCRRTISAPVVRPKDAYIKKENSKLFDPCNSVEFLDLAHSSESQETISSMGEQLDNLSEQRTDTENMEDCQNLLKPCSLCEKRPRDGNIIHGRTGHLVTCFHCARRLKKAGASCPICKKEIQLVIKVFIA
Target sequence (Q00987 whole entry, looked up): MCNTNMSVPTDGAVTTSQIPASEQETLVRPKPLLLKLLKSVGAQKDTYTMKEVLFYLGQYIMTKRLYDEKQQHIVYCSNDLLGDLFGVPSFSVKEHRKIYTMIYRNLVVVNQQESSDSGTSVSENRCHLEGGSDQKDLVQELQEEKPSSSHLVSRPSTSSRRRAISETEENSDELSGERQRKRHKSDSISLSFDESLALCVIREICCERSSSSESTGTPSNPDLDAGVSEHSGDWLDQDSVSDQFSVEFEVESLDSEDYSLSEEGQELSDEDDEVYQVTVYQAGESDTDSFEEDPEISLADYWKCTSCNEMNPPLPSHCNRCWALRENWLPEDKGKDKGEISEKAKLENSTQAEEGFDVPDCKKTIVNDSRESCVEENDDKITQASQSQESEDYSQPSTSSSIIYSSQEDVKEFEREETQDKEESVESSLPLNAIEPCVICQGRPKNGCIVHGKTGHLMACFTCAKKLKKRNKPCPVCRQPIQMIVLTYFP
CXCR6 block: CXCR6 receptor inhibitors, primary screen, cell-based, beta-arrestin, luminescence, CHO-K1 PathHunter, 1536-well | inhibition, % at 20 µM | hit rate 0.36% among 360,000 | AID 602244, 2012; in the data active = inhibition above about 34%, passing the limit was not always enough;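 note: antagonist mode with CXCL16 agonist at 10 nM final; 0% = 10 nM CXCL16 with DMSO and 100% = unstimulated wells without agonist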
APJ agonist: agonists of human apelin receptor APJ, primary screen, CHO-K1 cells, PathHunter beta-arrestin, luminescence. 0% DMSO wells, 100% apelin. activation, % at 20 µM. hit rate 0.11% among 330,000. P35414;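 active = activation more than six SD over the plate average, tested at 20 µM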;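 note: 0% = DMSO alone and 100% = apelin-13 at 10 nM; some results filed as inactive read as strong as hits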
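assay system = CHO-K1 APJ beta-arrestin complementation cell line | input = cell density 1000 per well | dosing = compound 20 µM once, DMSO 1% | timing = compound 90 min 25 °C, reagent 1 h | measured by = luminescence from split beta-galactosidase complementation, Galacton Star/Emerald II substrate | read-out basis = APJ agonist activity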
UPR XBP1 act: activators of adaptive XBP1 UPR arm, primary screen, cell-based, CHO-XBP1 luciferase reporter, luminescence, uHTS; IRE1-XBP1 UPR activation; percent of tunicamycin response, DMSO as zero; activation, % at 20 µM; hit rate 0.33% among 330,000;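 active = versus positive control, 20 µM dose yields 30% or more activation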;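 note: 100% = tunicamycin at 10 µg/mL and 0% = DMSO only wells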
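incubation = overnight seeding at 37 °C, 6 h compound treatment at 37 °C | assay system = CHO-XBP1 cells stably carrying IRE1-XBP1-driven luciferase reporter | input = 1000 cells per well | detection = luciferase luminescence | dosing = single point, 20 µM final compound, 1% DMSO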
tim23-1 inh: growth inhibitors of tim23-1 mutant yeast, primary screen, luminescence, uHTS | S. cerevisiae tim23-1 growth, BacTiter-Glo luminescence, 24 h | AID 463212, 2010 | inhibition, % at 20 µM | hit rate 1.3% among 330,000;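 active = growth inhibition of the mutant yeast at or above 50%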;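 note: temperature-sensitive mutant grown at 25 °C; plate controls were DMSO-treated mutant yeast for no effect and medium wells lacking yeast for full effect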
The depositor's hits bear a star; . = no result given. An excerpt (hit frequency here may not be typical).

Structure | UPR CHOP act | APJ antag | TIM10 inh | tim10-1 inh | Mdm2-MdmX inh | CXCR6 block | APJ agonist | UPR XBP1 act | tim23-1 inh
O=[N+]([O-])c1ccc(N2CCN(CCOc3nonc3-c3ccccc3)CC2)c(Cl)c1 | 3.9 | 11 | 27 | 26 | 27 | -10 | 1 | -2 | 9
CC12CCC(c3c(CO)nn(-c4ccccc4)c31)C2(C)C (configuration not stated) | -2.3 | -1 | 15 | 30 | 6 | -1 | -3 | 0 | 35
CCOc1ccc(C(=O)Cc2cc(OC)c(OC)cc2[N+](=O)[O-])cc1 | 4.2 | 1 | -10 | -11 | 13 | -4 | -2 | -2 | -3
FC(F)Oc1ccc(NC(=S)NCc2cccnc2)cc1 | -0.9 | 9 | -15 | 9 | -2 | 2 | 4 | 0 | -11
O=C(CSc1nnnn1Cc1ccccc1)c1ccc(F)cc1 | 0.1 | 14 | 29 | 19 | -3 | 0 | 2 | -2 | 54*
COc1ccccc1NS(=O)(=O)c1cccc(C(=O)NCC(C)(C)N2CCOCC2)c1 | -1.6 | 14 | 0 | -14 | 6 | 7 | -4 | -3 | 0
COc1ccc(-c2coc(CCC(=O)N3CCN(c4cc(C)ccc4C)CC3)n2)cc1 | 1.4 | . | 5 | 26 | -10 | 0 | . | -4 | 48
NC(=O)C1CCN(c2nc(C3CC3)nc3c2nnn3Cc2ccccc2Cl)CC1 | 1.2 | -10 | 37 | 15 | 16 | 1 | 7 | 0 | 14
CSc1ncc(Cl)c(C(=O)Nc2c(C)cccc2C)n1 | 0.5 | -12 | 5 | 20 | 18 | -2 | -6 | 1 | 13
CN(Cc1ccccc1)C(=O)c1nc2ccccn2c1CN1CCC(N2CCOCC2)CC1 | -1.1 | 0 | -8 | 3 | 28 | -3 | 0 | -2 | 2
CCN(C(=O)CSc1nc2cc(Cl)ccc2c(=O)n1Cc1ccco1)C1CCS(=O)(=O)C1 (configuration not stated) | -1.8 | 16 | 6 | 29 | -13 | 16 | -3 | -1 | 13
COc1ccc(C2C=C(c3ccccc3)Nc3nc(NC(C)=O)nn32)cc1 (configuration not stated) | 1.2 | 4 | 15 | 20 | -13 | . | -1 | -2 | 12
CCOC(=O)c1c(C)[nH]c(C(=O)CN2C(=O)NC(C)(CC(C)C)C2=O)c1C (configuration not stated) | -2.4 | 0 | 4 | 0 | -2 | -5 | 3 | -3 | 29
O=C(Cc1ccccc1)NCC(=O)N1CCN(c2ccccc2F)CC1 | 0.2 | 0 | -6 | -8 | 0 | 0 | 1 | 0 | -11
CCOc1cc(C(=O)N2CCOCC2)ccc1OCc1ccccc1 | -0.9 | -18 | -12 | 6 | 5 | 4 | -7 | -2 | 6
COc1cc(C(=O)N(C)C2CCCN(Cc3ccccc3F)C2)cc(OC)c1OC (configuration not stated) | 0.0 | 21 | -7 | 1 | -26 | -8 | 0 | -5 | 12
COc1ccc(-n2cnnc2SCC(=O)Nc2cc(S(=O)(=O)N3CCCCC3)ccc2C)cc1 | 2.3 | 3 | 14 | 12 | 14 | -14 | -1 | 0 | 4
COc1cccc(/C=N/n2c(-c3ccco3)nc3ccccc3c2=O)c1OC | 0.7 | 1 | 1 | 12 | -4 | -2 | 2 | 3 | 9
CC(=O)NS(=O)(=O)c1ccc(NC(=O)c2ccc(Cl)cc2[N+](=O)[O-])cc1 | -0.2 | 3 | 5 | 24 | 10 | -12 | 1 | -3 | 18
C=CCN(C(=O)c1csnn1)C(C(=O)NCc1ccc(F)cc1)c1ccccc1F (configuration not stated) | 4.1 | 6 | 19 | 0 | 17 | 3 | -4 | 0 | 8
CCCNC(=O)c1noc2c1CCc1ccccc1-2 | 3.1 | -7 | 9 | 23 | -60 | 1 | 0 | 2 | 25
C=CCN(C(=O)CN1CCCCC1)c1nc(-c2ccccc2)cs1 | 4.7 | 8 | 6 | 14 | -36 | 3 | -1 | -1 | 16
COC(=O)c1ccc2c(c1)NC(=O)C(N1CCOCC1)S2 (configuration not stated) | -0.3 | 1 | 5 | 19 | 5 | -6 | -4 | 1 | 5
Nc1nnc(SCc2ccc([N+](=O)[O-])cc2)s1 | -0.5 | -8 | 3 | 1 | 5 | -9 | -2 | 3 | 1
CCOC(=O)Nc1cc(C(=O)OC)ccc1C | 0.0 | 1 | -4 | -11 | 23 | 1 | -1 | 4 | 10

Some of the entries so far, with values under each structure.
Results follow in this order: UPR CHOP act | APJ antag | TIM10 inh | tim10-1 inh | Mdm2-MdmX inh | CXCR6 block | APJ agonist | UPR XBP1 act | tim23-1 inh
> COc1cc(C(=O)N(C)C2CCCN(Cc3ccccc3F)C2)cc(OC)c1OC (configuration not stated)
→ 0.0 | 21 | -7 | 1 | -26 | -8 | 0 | -5 | 12
> COc1ccc(-n2cnnc2SCC(=O)Nc2cc(S(=O)(=O)N3CCCCC3)ccc2C)cc1
→ 2.3 | 3 | 14 | 12 | 14 | -14 | -1 | 0 | 4
> COc1cccc(/C=N/n2c(-c3ccco3)nc3ccccc3c2=O)c1OC
→ 0.7 | 1 | 1 | 12 | -4 | -2 | 2 | 3 | 9
> CC(=O)NS(=O)(=O)c1ccc(NC(=O)c2ccc(Cl)cc2[N+](=O)[O-])cc1
→ -0.2 | 3 | 5 | 24 | 10 | -12 | 1 | -3 | 18
> C=CCN(C(=O)c1csnn1)C(C(=O)NCc1ccc(F)cc1)c1ccccc1F (configuration not stated)
→ 4.1 | 6 | 19 | 0 | 17 | 3 | -4 | 0 | 8
> CCCNC(=O)c1noc2c1CCc1ccccc1-2
→ 3.1 | -7 | 9 | 23 | -60 | 1 | 0 | 2 | 25
> C=CCN(C(=O)CN1CCCCC1)c1nc(-c2ccccc2)cs1
→ 4.7 | 8 | 6 | 14 | -36 | 3 | -1 | -1 | 16
> COC(=O)c1ccc2c(c1)NC(=O)C(N1CCOCC1)S2 (configuration not stated)
→ -0.3 | 1 | 5 | 19 | 5 | -6 | -4 | 1 | 5
> Nc1nnc(SCc2ccc([N+](=O)[O-])cc2)s1
→ -0.5 | -8 | 3 | 1 | 5 | -9 | -2 | 3 | 1
> CCOC(=O)Nc1cc(C(=O)OC)ccc1C
→ 0.0 | 1 | -4 | -11 | 23 | 1 | -1 | 4 | 10

(further entries)
Structure | UPR CHOP act | APJ antag | TIM10 inh | tim10-1 inh | Mdm2-MdmX inh | CXCR6 block | APJ agonist | UPR XBP1 act | tim23-1 inh
CC1CC(CC(=O)NNc2nc(-c3ccccc3)cs2)C(=O)O1 (configuration not stated) | -0.9 | 7 | -7 | 3 | 0 | -9 | -2 | -4 | 5
CC1CCCCC1N=CC1=C(O)CC(C)(C)CC1=O (configuration not stated) | 0.9 | 10 | 11 | -8 | 19 | 9 | 3 | 1 | 19
C=CCn1cnc2c(nnn2-c2cc(C)cc(C)c2)c1=O | 2.5 | 4 | 14 | 14 | -9 | -7 | -2 | 1 | 0
COc1ccc(CC(NC(C)=O)C(=O)NC2CCN(C(=O)Nc3ccc(C#N)cc3)CC2)cc1OC (configuration not stated) | -1.4 | 25 | -7 | 9 | -8 | -3 | -6 | -3 | 1
O=C1OCc2ccc(NC(=O)c3c(F)cccc3Cl)cc21 | 0.8 | 1 | 12 | -7 | 13 | 14 | 6 | -8 | -1
O=S1(=O)C=CC(N2CCOCC2)C1 (configuration not stated) | -0.2 | 13 | 0 | -15 | 27 | -4 | 2 | -2 | 1
Cc1nnc(NC(=O)CSc2ccc([N+](=O)[O-])cn2)s1 | 3.5 | -9 | -6 | -4 | 18 | -5 | 0 | -4 | -1
O=c1c2ccccc2nc(-c2ccccc2)n1/N=C/c1ccc([N+](=O)[O-])cc1 | -1.3 | -42 | 9 | 19 | 33 | -6 | -3 | -2 | 1
Cn1cccc1CNCC(O)c1ccccc1 (configuration not stated) | -0.5 | 1 | -7 | -4 | -3 | -5 | -5 | 1 | 10
FC(F)(F)c1cc(-c2cccs2)n[nH]1 | 2.4 | -10 | 10 | 22 | -1 | -5 | -10 | -1 | 15
COC(CNC(=O)c1cc(-c2ccncc2)nc2ccc(S(=O)(=O)N3CCOCC3)cc12)OC | 0.1 | 1 | 0 | -3 | -16 | 2 | 1 | 1 | 4
COc1ccc(Cl)cc1C(=O)Nc1cccc(-c2ccc3nncn3n2)c1 | 0.9 | -5 | 0 | -13 | 15 | 9 | -3 | -1 | -23
O=C(Nc1ccc(S(=O)(=O)Nc2ccccc2F)cc1)N1CCCCC1 | 0.4 | -1 | 20 | 9 | 11 | -6 | 2 | -3 | -2
CC(=O)c1cc2c(O)c(O)ccc2o1 | 0.7 | -10 | 7 | 5 | 16 | -2 | 6 | 0 | 2
Cc1ccc(-c2nnc(N(C)C(=O)c3ccncc3)s2)cn1 | -0.4 | 21 | 10 | -14 | -20 | -4 | -2 | -2 | -6
COc1c2ccoc2c(OCC=C(C)C)c2oc(=O)ccc12 | 0.4 | -15 | 13 | 32 | -6 | -13 | 5 | -1 | 26
COc1cc(OC)c(OC)cc1/C=C/c1cc(C(=O)O)c2ccccc2n1 | -1.7 | -16 | -9 | 3 | -19 | 6 | 0 | 2 | 8
CC1CCN(CCOCCOc2ccc(Br)cc2Cl)CC1 | -1.7 | 13 | -31 | -48 | 52* | 1 | -3 | -1 | 19
COc1ccc(Cl)cc1N(CC(=O)N1CCN(Cc2ccccc2)CC1)S(C)(=O)=O | -0.9 | 6 | 6 | 3 | -17 | -6 | -1 | 1 | 4
Cc1cccc(NC(=O)c2cc(S(=O)(=O)NCc3ccco3)ccc2F)c1C | -0.5 | 13 | 15 | 30 | 15 | 2 | -4 | -1 | 13
CCc1ccc(C(CNc2nc(C(F)(F)F)nc3ccccc23)N(C)C)cc1 (configuration not stated) | 7.8 | -11 | 10 | 29 | 21 | -2 | -3 | 0 | 11
Cc1cccc(Nc2ncnc3onc(-c4ccc(F)cc4)c23)c1C | -0.1 | 0 | -13 | 17 | 18 | -5 | 5 | 3 | 32
CN1C/C(=C\c2ccc(N3CCOCC3)cc2)C(=O)/C(=C/c2ccc(N3CCOCC3)cc2)C1 | 2.1 | 9 | 0 | 31 | 9 | 4 | -3 | -1 | 16

High-throughput results from PubChem BioAssay.
